# Compound activity (PubChem)
# All columns: NCI-60 one-dose screen, growth in % after 48 h at 10 µM unless noted; 100 = growth as untreated, 0 = no growth, -100 = all killed.
# OVCAR-4 – OVCAR-4 ovarian cancer cells; 80,000 tested, 3.7% active
# HCC-2998 – HCC-2998 colon cancer | 79,000 tested, 4.7% active | AID 1794799
# PC-3 – PC-3 prostate cancer cells. 80,000 tested, 3.9% active
# SW-620 – SW-620 colon cancer; 82,000 tested, 5.2% active; AID 1794795
# OVCAR-3 – OVCAR-3 ovarian cancer; AID 1794787; 79,000 tested, 7% active
# DU-145 – DU-145 prostate cancer; 81,000 tested, 4.2% active
# KM12 – KM12 colon cancer cells; 82,000 tested, 5% active
# OVCAR-5 – OVCAR-5 ovarian cancer; 82,000 tested, 2.9% active; AID 1794783
# OVCAR-8 – OVCAR-8 ovarian cancer | 81,000 tested, 4.4% active
# * marks the source's active call; other numbers are inactive results; nt = not tested or not shown; & = joins results of further samples; [ ] = remark or other dose. Rule for the calls: active = growth percent below 10; inactive = the rest.
# Values run as follows: OVCAR-4	HCC-2998	PC-3	SW-620	OVCAR-3	DU-145	KM12	OVCAR-5	OVCAR-8
CC(C)(C)CC(C)(C)n1nnnc1C(NC12CC3CC(CC(C3)C1)C2)c1c(F)cc(F)cc1F (stereo not drawn)
 : 46.3	95.7	59.2	90.3	83.8	74.2	92.3	98.0	81.0
Cc1cc(C)c(S(=O)(=O)c2ccc(F)cc2)c(C)c1
 : 97.3	106.8	102.7	106.5	110.6	118.8	103.5	102.3	117.0
COc1cc(C(=O)C[n+]2cccc3c4ccccc4ccc32)cc(OC)c1OC
 : 78.3	91.6	87.9	98.5	87.5	99.7	92.9	101.5	91.3
Nc1cc2ccccc2c(=O)n1NC(=O)c1ccc(F)cc1
 : 100.8	109.9	102.2	nt	106.0	103.9	104.3	110.1	100.7
Cc1ccc2c(c1)sc(C)[n+]2CCO
 : 105.4	112.8	94.8	105.7	117.9	112.8	105.2	106.7	109.1
CC(C)C1=CC2=CC[C@@H]3[C@](C)(CCC[C@@]3(C)C(=O)OCC#Cc3ccc([N+](=O)[O-])cc3)[C@H]2CC1
 : 82.8	100.5	70.1	100.0	100.5	108.2	106.0	110.5	66.2
COc1cc(/C=C/C(=O)CC(=O)/C=C/c2ccc(OC(=O)c3cccs3)c(OC)c2)ccc1OC(=O)c1cccs1
 : 97.6	124.6	89.3	108.6	nt	116.8	97.3	89.6	102.4
c1cncc(CCc2ccncc2)c1
 : 96.7	nt	94.7	108.9	117.1	112.5	111.0	86.9	104.9
NC(N)=N/N=C\c1ccc(OCc2ccccc2)cc1
 : 56.8	82.3	70.7	73.9	74.4	87.4	58.8	82.8	89.1
CC(C)C(=O)C(CCN(C)C)c1ccccn1 (stereo not drawn)
 : 111.3	107.2	100.6	98.5	110.6	105.6	109.8	114.2	102.3

# A few values from the entries so far:
# Entry of Cc1cc(C)c(S(=O)(=O)c2ccc(F)cc2)c(C)c1 in SW-620: 106.5
# Entry of CC(C)C1=CC2=CC[C@@H]3[C@](C)(CCC[C@@]3(C)C(=O)OCC#Cc3ccc([N+](=O)[O-])cc3)[C@H]2CC1 in OVCAR-8: 66.2
# Entry of Nc1cc2ccccc2c(=O)n1NC(=O)c1ccc(F)cc1 in HCC-2998: 109.9
# Entry of COc1cc(/C=C/C(=O)CC(=O)/C=C/c2ccc(OC(=O)c3cccs3)c(OC)c2)ccc1OC(=O)c1cccs1 in KM12: 97.3
# Entry of COc1cc(C(=O)C[n+]2cccc3c4ccccc4ccc32)cc(OC)c1OC in SW-620: 98.5

# Remaining list, next part.
# Values run as follows: OVCAR-4	HCC-2998	PC-3	SW-620	OVCAR-3	DU-145	KM12	OVCAR-5	OVCAR-8
Cc1ccc(-c2nc3ccccc3c(=O)o2)cc1
 : 97.6	115.4	106.5	108.5	103.3	119.5	107.2	103.1	101.2
O=C(O)/C(=C\c1ccccc1Cl)c1ccccc1
 : 111.6	102.3	98.5	114.3	106.4	107.7	103.6	113.7	101.6
CN(C)c1ccc(-c2ccc3c(c2)c(-c2ccccc2)nc(=O)n3C)cn1
 : 74.6	78.2	-42.8*	26.3	13.1	69.7	43.2	53.2	54.0
CCCCN1C(=O)/C(=c2\sc3n(c2=O)NC2C(N=3)N(CC)C(=O)N2CC)c2cc(C)ccc21 (stereo not drawn)
 : 90.0	110.7	85.4	94.2	nt	102.8	104.1	90.5	85.4
CC(=O)c1ccc(N=NN(C)C)cc1
 : 110.5	96.5	101.1	104.5	104.4	105.7	100.2	113.5	nt
C=C(C)[C@@H]1CC[C@]2(C(=O)OC)CC[C@]3(C)[C@H](CC[C@@H]4[C@@]5(C)CC[C@H](NC(=O)OC(C)(C)C)C(C)(C)[C@@H]5CC[C@]43C)[C@@H]12
 : 79.6	92.6	61.5	84.8	82.4	94.9	78.0	81.8	88.1
O=C(O)c1c(O)ccc2ccccc12
 : 114.3	102.4	97.3	107.8	102.6	106.8	109.9	105.1	102.0
Oc1ccc(Cl)c2cccnc12
 : 111.4&106.7&94.6	102.8&109.1&112.2	94.7&90.7&84.0	107.6&112.1&101.1	119.6&123.5&80.0	119.2&115.8&101.3	110.9&116.1&107.0	110.1&107.1&106.6	104.9&104.8&96.4
COc1ccc(-c2nc(SCc3nc4ccccc4[nH]3)nc(N(CCO)CCO)c2C#N)cc1
 : 95.6	106.8	91.6	97.6	101.5	108.7	104.3	97.3	96.9
C/C=C/C(=O)OC/C=C(\C)CCC=C(C)C
 : 109.8	101.7	79.6	113.2	111.5	113.5	100.8	100.4	95.4
c1csc([C@@H]2C[C@@H]3Cc4ccc5ccccc5c4N2O3)c1
 : 87.7	104.5	nt	98.5	101.8	113.4	103.4	89.9	96.9
CCSC(=O)OCn1ncc2cc([N+](=O)[O-])ccc21
 : 99.7	109.8	99.6	105.9	113.9	111.9	107.6	106.4	95.3
N/N=C(\C(=N\N)c1ccccc1)c1ccccc1
 : 77.3	99.8	88.7	100.8	111.9	113.4	104.6	101.6	104.5
CCCCc1cccc(OC)c1OCc1ccccc1
 : 82.3	94.1	54.9	102.2	53.4	89.9	80.6	92.2	65.3
COc1ccc(C(O)c2cc3c(N)c(C(=O)Nc4cccc(Br)c4)sc3nc2C)cc1 (stereo not drawn)
 : 39.7	-33.9*	15.6	23.7	3.8*	3.2*	1.0*	11.2	13.1
C=CC(=O)OCC(C)(C)[N+](=O)[O-]
 : 114.7	101.3	88.9	101.5	102.5	103.0	87.3	108.2	99.8
CC1(C)OC(=O)C(=Cc2cccc(F)c2)C(=O)O1
 : 108.3	109.0	94.0	104.3	105.2	108.9	110.2	106.5	91.2
CC(=O)OC[C@]12CC[C@@H](C(=O)CBr)[C@@H]1[C@H]1CC[C@@H]3[C@@]4(C)CC[C@H](OC(C)=O)C(C)(C)[C@@H]4CC[C@@]3(C)[C@]1(C)CC2
 : 94.0	111.0	75.8	100.5	100.6	100.4	97.7	102.5	81.9
CCOC(=O)CCCCCCCBr
 : 109.5	nt	100.3	104.2	110.4	116.8	101.7	103.0	98.0
O=C1CN2Cc3c(ccc(Cl)c3Cl)N=C2N1
 : 103.7	103.1	77.2	92.9	93.2	101.0	101.0	90.5	98.1
CN1CCN(Cn2nc(-c3cc(Cl)cc(Cl)c3Cl)oc2=S)CC1
 : 92.8	105.4	92.1	100.5	99.2	108.4	94.2	93.6	96.0
COc1ccc(-c2cc(NC(=O)Nc3cccc(Cl)c3)no2)cc1
 : 98.5	114.8	101.0	103.3	109.0	107.1	100.4	94.5	103.3
O=C(Nc1cccc(-c2cc(=O)c3ccccc3o2)c1)c1ccc2c(c1)OCO2
 : 96.9	110.9	98.4	100.7	113.5	102.9	102.3	94.7	101.3
COc1cc(CSc2nc3ccccc3c(=O)n2CCc2ccccn2)cc(OC)c1OC
 : 104.6	111.9	94.5	102.2	106.2	110.0	101.2	102.4	101.0
c1cncc(-c2nc(N3CCOCC3)c3c4c(sc3n2)CCCCC4)c1
 : 89.4	93.7	75.7	108.0	84.2	91.0	89.6	78.8	nt
CCn1c(Sc2nn3cc(-c4ccc(Br)cc4)nc3s2)nc2c1c(=O)n(C)c(=O)n2C
 : 88.4	97.5	94.8	92.9	106.0	95.4	103.8	93.4	96.7
CS(=O)(=O)c1ccc(-n2nc(-c3ccc(Br)cc3)c3ccccc3c2=O)cc1
 : 97.8	98.0	89.3	103.5	102.4	99.2	101.8	107.9	100.0
Cc1c(Cl)cccc1S(=O)(=O)Nc1ccc2c(c1)C(=O)N(C1CCC(=O)NC1=O)C2=O (stereo not drawn)
 : 69.1	67.9	95.4	44.8	105.2	108.2	92.2	97.3	47.8
CC1(C)SC2c3ccccc3C(=O)N2C1C(=O)O (stereo not drawn)
 : 97.2	107.9&103.2	95.8&94.8	96.0&90.3	109.6&107.4	117.5	108.3&118.7	106.0&101.8	98.0&103.5
Cc1noc(N)c1C(=O)Nc1ccccc1F
 : 105.6	111.8	99.2	106.3	113.1	112.9	102.1	105.9	100.3
O=C1C=CC2(NN=C(c3ccccc3)N2c2ccc(Cl)cc2)c2cccc(O)c21 (stereo not drawn)
 : 43.3	64.4	39.1	52.5	13.5	51.9	58.6	47.6	43.4
C=C1C(=O)O[C@H]2[C@H]1CC/C(COC(=O)/C=C\C(=O)NC)=C\CC[C@@]1(C)O[C@@H]21
 : 112.7	105.4	101.8	102.0	112.4	108.3	101.5	92.6	103.5
COc1cc(C2CC(c3cc(OC)c(OC)c(OC)c3)=Nc3c(C)nn(-c4ccccc4)c3N2)ccc1Oc1nc2c(c(=O)n(C)c(=O)n2C)n1C (stereo not drawn)
 : 104.5	99.7	91.2	110.2	93.3	103.7	94.3	106.1	86.9
CNS(=O)(=O)c1c(N)ncn1C
 : 112.8	107.3	100.8	109.4	103.5	97.7	100.5	95.1	107.8
Clc1ccc(-c2nn(-c3ccccc3)c3nccc(-c4cccs4)c23)cc1
 : 117.2	106.8	103.0	105.4	118.1	101.6	105.0	103.3	104.2
C=CC(=O)N(CCN1CCN(C)CC1)c1nc(-c2cccc(N(C(=O)C=C)S(=O)(=O)c3ccc(CCCCC)cc3)c2)cs1
 : 93.7	109.3	90.0	81.8	nt	95.4	101.1	98.7	82.3
N#Cc1c(-c2ccccc2)nc2c(c(-c3ccccc3)nn2-c2ccccc2)c1-c1ccc(N2CCCCC2)cc1
 : 105.1	106.7	90.5	99.2	110.9	103.1	102.9	101.6	98.4
CCCOC(=O)c1c(C)n(C)c2scc[n+]12
 : 73.8	183.7	75.6	77.8	71.2	77.8	74.0	75.1	72.8
CCSc1nnc2c(/C=C/c3ccc([N+](=O)[O-])cc3)nc3ccccc3n12
 : 93.2	99.7	89.8	99.6	114.2	97.5	85.6	102.4	92.5
O=C(Nc1cccc(Cl)c1)OCCOc1ccc(Cl)cc1Cl
 : nt	97.5	89.8	93.2	99.5	108.9	96.8	88.2	102.9
CCCn1ccnc1C(O)c1ccc(OCc2ccccc2)c(OC)c1 (stereo not drawn)
 : 96.5	95.8	82.7	98.0	95.7	103.7	101.0	93.3	96.7
CC(C)(C)NCC(O)COc1cccc2c1CCCC2=O (stereo not drawn)
 : 118.1	114.5	99.7	112.1	112.6	120.8	105.8	105.2	103.2
N#Cc1nc(-c2cc3ccccc3oc2=O)oc1NCCO
 : 99.5	107.6	94.1	92.1	nt	98.6	96.5	101.4	100.1
CC(=O)c1c(N)c(C#N)cn1-c1ccc(Cl)cc1Cl
 : 106.3	113.9	90.8	102.3	119.6	112.5	95.8	100.2	98.2
CC(=O)/C=C(\C)NCCN/C(C)=C/C(C)=O
 : 118.5	94.4	93.3	103.0	122.6	113.3	102.6	96.4	103.2
CC(Nc1c(C#N)cnc2ccc(-c3cnc(N)nc3)cc12)c1ccccc1 (stereo not drawn)
 : 16.5	8.6*	10.8	18.2	15.3	17.3	10.8	23.5	21.3
CCCCNCC(=O)Nc1ccc(C)c(Cl)c1
 : 106.2	100.4	77.2	110.9	107.1	108.5	102.3	97.0	99.5
C[C@@H](C[C@H](CCOC(=O)N1CCOCC1)c1ccccc1)c1csc2ccccc12
 : 91.7	84.3	99.3	82.1	91.1	100.3	77.7	96.2	88.1
COc1ccc(-c2n[nH]c(=O)c3c2sc2ncc(-c4ccc(Br)cc4)n23)cc1
 : 96.9	104.3	89.4	102.3	99.5	105.2	98.4	98.4	104.8
COc1cccc(-c2ccc3c(c2)NC(=O)/C3=C\c2ccc[nH]2)c1
 : 54.7	25.4	70.1	25.1	12.7	65.7	9.4*	53.2	74.2

# Additional structures follow:
# Values run as follows: OVCAR-4	HCC-2998	PC-3	SW-620	OVCAR-3	DU-145	KM12	OVCAR-5	OVCAR-8
CCOC(=O)Cc1ccc(OC)cc1
 : 102.6	103.2	99.1	100.5	105.2	107.8	105.0	107.5	105.0
CC1(C)C(=O)CC[C@@]2(C)[C@@H]3CC[C@@](O)(C(C)(C)O)C=C3CC[C@H]12
 : 98.8	114.9	94.7	99.6	103.2	104.9	100.3	102.5	99.7
COc1ccc(-c2nn(-c3cccc(Cl)c3)cc2C2C(C#N)=C(N)Oc3[nH]c(=O)[nH]c(=O)c32)cc1 (stereo not drawn)
 : 97.7	106.2	85.0	101.6	120.2	95.6	97.5	100.1	94.1
CCCc1cc(=O)n2c(C(=O)Nc3cccc(Cl)c3)c(C(=O)Nc3ccc(F)cc3)sc2n1
 : 115.2[30 µM]	nt	nt	99.8[30 µM]	114.0[30 µM]	110.9[30 µM]	105.6[30 µM]	113.5[30 µM]	57.9[30 µM]
O=C(c1ccccc1)C(Br)C(Br)c1cccc([N+](=O)[O-])c1 (stereo not drawn)
 : 29.3	89.5	67.4	-100.0*	-23.4*	76.0	33.7	73.9	18.6
CCOC(=O)c1[nH]c2ccccc2c1Cl
 : 95.6	99.1	88.2	102.7	nt	107.6	95.6	98.1	90.8
O=C(O)c1ccc([N+](=O)[O-])cc1C(=O)O
 : 107.4	111.4	99.1	105.4	121.6	122.8	111.6	109.6	90.2
CS(=O)(=O)c1ccc(C2=C(c3ccccc3)C(=O)OC2)cc1
 : 110.9	98.8	91.2	103.3	117.5	119.0	112.1	107.0	97.7
CCN1/C(=C\c2cc[n+](CC)c3ccccc23)C=Cc2ccccc21
 : 12.9	23.0	11.4	8.8*	11.8	22.9	1.6*	11.7	10.0*
O=C1OC(=O)[C@H]2[C@@H]1[C@H]1C=C[C@@H]2OC1=O
 : nt	114.4	104.8	100.0	104.4	105.6	102.9	100.4	113.4

# An excerpt from above, limited to PC-3, OVCAR-8 and KM12:
canonical_smiles	PC-3	OVCAR-8	KM12
CC1(C)C(=O)CC[C@@]2(C)[C@@H]3CC[C@@](O)(C(C)(C)O)C=C3CC[C@H]12	94.7	99.7	100.3
COc1ccc(-c2nn(-c3cccc(Cl)c3)cc2C2C(C#N)=C(N)Oc3[nH]c(=O)[nH]c(=O)c32)cc1 (stereo not drawn)	85.0	94.1	97.5
CCCc1cc(=O)n2c(C(=O)Nc3cccc(Cl)c3)c(C(=O)Nc3ccc(F)cc3)sc2n1	nt	57.9[30 µM]	105.6[30 µM]
